ABCB6 inh 2 – blocks the human ABCB6 transporter; 360,000 tested, 0.19% active; K562-ABCB6 porphyrin accumulation, flow cytometry, 1 h; stronger effect = lower value; AID 602162; fluorescence ratio to DMSO, % at 10 µM; Q9NP58;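 active = fluorescence ratio to DMSO below 75%, the collection mean minus 3 SD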;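 note: signal is porphyrin accumulated inside mitochondria; 100% equals median channel fluorescence of DMSO control wells; lower ratio means ABCB6 inhibition with less porphyrin fluorescence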
Target sequence (Q9NP58 whole entry, looked up): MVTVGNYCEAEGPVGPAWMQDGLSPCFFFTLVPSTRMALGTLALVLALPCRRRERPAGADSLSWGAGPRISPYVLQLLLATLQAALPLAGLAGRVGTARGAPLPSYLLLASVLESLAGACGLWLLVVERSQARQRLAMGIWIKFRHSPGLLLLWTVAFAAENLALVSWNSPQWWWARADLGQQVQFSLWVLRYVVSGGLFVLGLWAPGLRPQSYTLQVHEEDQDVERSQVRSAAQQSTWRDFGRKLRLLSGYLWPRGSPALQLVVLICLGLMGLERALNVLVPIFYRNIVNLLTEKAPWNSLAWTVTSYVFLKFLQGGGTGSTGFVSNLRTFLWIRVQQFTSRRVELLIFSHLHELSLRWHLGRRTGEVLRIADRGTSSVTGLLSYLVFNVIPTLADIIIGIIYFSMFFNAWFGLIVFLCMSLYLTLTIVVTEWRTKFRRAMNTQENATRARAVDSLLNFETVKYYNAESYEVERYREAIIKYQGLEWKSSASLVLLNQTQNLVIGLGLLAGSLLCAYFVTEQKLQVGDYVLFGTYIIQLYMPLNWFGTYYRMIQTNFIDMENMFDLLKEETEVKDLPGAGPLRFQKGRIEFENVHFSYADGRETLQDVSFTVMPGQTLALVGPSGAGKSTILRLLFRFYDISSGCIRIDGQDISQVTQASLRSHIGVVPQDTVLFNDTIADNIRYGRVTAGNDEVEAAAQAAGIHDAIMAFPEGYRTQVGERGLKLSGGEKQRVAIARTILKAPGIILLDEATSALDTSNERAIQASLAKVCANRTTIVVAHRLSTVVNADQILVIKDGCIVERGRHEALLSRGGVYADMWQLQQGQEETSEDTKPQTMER
iPSC survival up – hiPSC single-cell survival enhancement; ATPlite luminescence; 100% = ROCK inhibitor wells, 0% = DMSO; survival enhancement, % at 20 µM; 360,000 tested, 0.044% active; in the data active = survival enhancement above about 18%;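 note: cells exposed to compounds for 16 hours before the ATP read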
m5-HT2A agonist – agonists of mouse serotonin 5-HT2A receptor (HTR2A); CHO-K1 mHTR2A beta-arrestin complementation, luminescence; percent of 30 µM serotonin response; activation, % at 7.6 µM; 360,000 tested, 0.66% active;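 active = activation above a run cutoff, the mean activation of all tested compounds plus 3 SD, cut at about 14% in these data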;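 note: 0% = plate median of compound wells and 100% = 30 µM serotonin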
ABHD5-PLIN5 inh – inhibitors of human ABHD5-perilipin-5 interaction; AID 602281; 360,000 tested, 0.78% active; inhibition, % at 4 µM; Split G. princeps luciferase complementation, luminescence, 4 h;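 active = inhibition above the mean inhibition across every tested compound plus 3 SD, cut at about 22% in these data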;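 note: 0% = DMSO only wells and the 100% control is not disclosed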
MC4R antag cAMP – antagonists of human melanocortin 4 receptor (MC4R); 360,000 tested, 0.48% active; inhibition, % at 6.5 µM; MC4R-expressing cells, MTII-stimulated cAMP, LANCE TR-FRET; P32245;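 active = inhibition above its plate's cutoff, the mean of tested wells on that plate plus 3 SD, cut at about 29% in these data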;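 note: 0% = Melanotan II alone and 100% = Melanotan II plus saturating MCL0020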
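Material: human MC4R-expressing U2OS cells. Probe or stimulus: Melanotan II challenge. Dosing: 6.5 µM single dose. Times: 30-min compound, 1-h challenge, 1-h detection, room temperature. Technique: TR-FRET with Eu-cAMP and labeled anti-cAMP, 671 nm. Replication: singlicate.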
Granule exo inh – lytic granule exocytosis inhibition; TALL-104 LAMP-1 surface exposure, flow cytometry; cells stimulated with thapsigargin and PMA; inhibition, % at 10 µM; 360,000 tested, 0.66% active; AID 651702;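 active = inhibition above about 55%, limit read from the data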
Glyco luc inh – blocks N-linked glycosylation in D54 reporter cells; D54 ERlucT glycosylation luciferase reporter, 24 h; percent of 100 nM tunicamycin response; reporter increase, % at 12.5 µM; 360,000 tested, 0.23% active; AID 588692;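 active = mean luciferase reporter signal, scaled so untreated is 0 and the glycosylation-blocking control 100, at or above a set limit in every replicate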;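 note: luciferase carries N-glycosylation sites so blocking glycosylation raises the light; 0% = median of neutral control wells and 100% = median of 100 nM tunicamycin wells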
MC4R barr agon – agonists of human melanocortin 4 receptor (MC4R) beta-arrestin; activation, % at 8.9 µM; P32245; 360,000 tested, 0.98% active; U2OS MC4R beta-arrestin complementation, luminescence; percent of melanotan II response, DMSO zero;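 active = activation above a per-plate cutoff, the mean activation of sample wells on that plate plus 3 SD, cut at about 8% in these data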
Cardio protect – modulators protecting cardiomyocytes from myocardial damage | H9c2 cardiomyocytes, H2O2 injury protection, ATPLite, 2 h | protection from H2O2 cell death, % at 20 µM | 360,000 tested, 0.63% active;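 active = compounds giving at least 50% protection of heart cells from peroxide-induced death in the single-dose screen, raw or plate-pattern-corrected value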;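 note: 0% = DMSO wells with peroxide and 100% = DMSO wells without peroxide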
aDG glyco up – alpha-DG glycosylation activation; 360,000 tested, 0.22% active; Pro5-aDG cells, alpha-DG glycosylation AlphaScreen (IIH6); 0% Pro5, 100% B10-LARGE cell signal; activation, % at 10 µM; AID 624168;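 active = activation of at least 8% versus controls, or a plate z-score of at least 8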;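 note: Pro5 are CHO cells carrying HIG-tagged alpha-DG that lacks glycosylation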
* hit, by the source's call; nt = not tested or not shown.

#1 COC(=O)c1cn(NC(=O)Cc2ccc(Cl)cc2)c(=O)c2ccccc12
#2 N#CC1=C(N)OC2=C(C(=O)CC(c3ccccc3)C2)C1c1ccoc1 (stereo not drawn)
#3 CN(CC(=O)OCC(=O)NC1CCCC1)S(=O)(=O)c1ccc(Cl)cc1
#4 C(/C=C/c1ccco1)=N/N1CCN(c2ccccc2)CC1
#5 CC(C)=CCC/C(C)=C/CNC(=O)C[C@H]1C[C@H](C(=O)N2CCOCC2)[C@@]2(C)c3[nH]c4cc(-c5ccco5)ccc4c3CCN2C1=O
#6 Cc1cc(C)n(-c2nc(C)nc(NCc3ccccc3)n2)n1
compound no.	1	2	3	4	5	6
Cardio protect	2	-1	2	-16	-11	6
aDG glyco up	-0.3	0.0	-0.3	-0.5	0.3	1.9
Granule exo inh	-5	-4	0	22	10	-2
ABHD5-PLIN5 inh	-2	3	7	7	12	9
MC4R barr agon	-0.8	0.7	-2.6	-0.3	-1.2	-0.1
m5-HT2A agonist	4	-1	9	2	-2	1
ABCB6 inh 2	100	101	95	203	96	90
Glyco luc inh	1	0	3	2	-1	1
MC4R antag cAMP	0	1	19	0	9	2
iPSC survival up	0.0	-0.1	5.9	-3.2	-1.6	0.8

Only Granule exo inh, for some of the entries so far:
item	SMILES	Granule exo inh
4	C(/C=C/c1ccco1)=N/N1CCN(c2ccccc2)CC1	22
5	CC(C)=CCC/C(C)=C/CNC(=O)C[C@H]1C[C@H](C(=O)N2CCOCC2)[C@@]2(C)c3[nH]c4cc(-c5ccco5)ccc4c3CCN2C1=O	10
6	Cc1cc(C)n(-c2nc(C)nc(NCc3ccccc3)n2)n1	-2

New compounds follow:
#7 Cc1ccc(CNc2nc3ccccc3n3cnnc23)cc1
#8 Cc1[nH]c2c(Cl)cccc2c(=O)c1CN1CCCCCC1
#9 O=[N+]([O-])c1ccccc1S(=O)(=O)NCc1cccnc1
#10 CC(O)(c1cccc(F)c1)c1nc(-c2ccc3c(c2)OCO3)cs1 (stereo not drawn)
#11 O=[N+]([O-])c1cccc2c(S(=O)(=O)N3CCCCC3)cccc12
#12 Cc1cc(/C=C(\C#N)C(=O)Nc2ccccc2)c(C)n1-c1ccc(C(=O)O)cc1
compound no.	7	8	9	10	11	12
Cardio protect	-3	1	-4	-12	-2	-7
aDG glyco up	0.0	-0.1	0.0	0.5	-0.1	-0.3
Granule exo inh	-2	44	-6	-3	2	-2
ABHD5-PLIN5 inh	8	11	6	3	-2	4
MC4R barr agon	0.8	-0.8	-1.1	3.6	0.1	-1.3
m5-HT2A agonist	-1	-9	-1	-3	-6	10
ABCB6 inh 2	104	100	105	97	97	98
Glyco luc inh	0	2	3	0	0	2
MC4R antag cAMP	-12	11	5	4	-1	9
iPSC survival up	-0.2	-0.6	1.3	-1.3	0.0	0.2

#13 O=C(Nc1nc(-c2ccc(S(=O)(=O)N3CCCC3)cc2)cs1)c1cccs1
#14 CCN1C(=O)c2ccc(C(=O)Nc3cccc(C(=O)O)c3)cc2C1=O
#15 CC1(C(=O)NS(=O)(=O)c2cccc(Cl)c2)CCN1C(=O)C/C=C/c1ccccc1 (stereo not drawn)
#16 CC(NCc1ccccc1O)C12CC3CC(CC(C3)C1)C2 (stereo not drawn)
#17 CC(=O)Nc1nonc1-c1nc2ccccc2n1N(C(C)=O)C(C)=O
#18 O=C(CSc1ccccn1)N/N=C/c1cccc([N+](=O)[O-])c1
compound no.	13	14	15	16	17	18
Cardio protect	-11	-12	-4	-9	6	3
aDG glyco up	0.7	0.0	0.6	1.1	-0.1	0.1
Granule exo inh	-5	3	-2	-23	0	-3
ABHD5-PLIN5 inh	1	-1	21	-4	-1	3
MC4R barr agon	-1.1	0.1	0.9	6.4	-1.9	-2.1
m5-HT2A agonist	-1	9	-2	2	3	0
ABCB6 inh 2	92	96	96	95	95	99
Glyco luc inh	-7	1	0	-2	2	3
MC4R antag cAMP	-1	5	11	2	8	-1
iPSC survival up	-0.6	-0.5	-0.4	0.2	4.8	-0.3

#19 Cc1cccc(COCCN2CCN(S(=O)(=O)c3ccccc3)CCC2=O)c1
#20 O=C(CCN1C(=O)/C(=C/c2ccc3c(c2)OCO3)SC1=S)NNC(=O)c1cccnc1
#21 O=C(COC(=O)C(Cc1ccccc1)NC(=O)c1ccc(Cl)cc1)c1ccc(Cl)cc1 (stereo not drawn)
#22 CN1C(N)=NC(=O)/C1=C/c1ccc(F)cc1
#23 O=C(CC1CC2CCC1C2)OCC(=O)c1c[nH]c2ccccc12 (stereo not drawn)
#24 CC1CCCCN1S(=O)(=O)c1ccc(C(=O)Nc2nnc(-c3ccco3)o2)cc1 (stereo not drawn)
compound no.	19	20	21	22	23	24
Cardio protect	0	-14	-3	8	-16	22
aDG glyco up	0.2	0.0	0.0	-0.1	0.0	0.8
Granule exo inh	3	-1	25	-3	0	-3
ABHD5-PLIN5 inh	-11	5	0	-1	-4	2
MC4R barr agon	1.5	1.5	-0.3	-0.3	2.4	-2.6
m5-HT2A agonist	-4	4	-2	3	3	0
ABCB6 inh 2	101	96	105	94	85	100
Glyco luc inh	-2	0	0	-1	3	4
MC4R antag cAMP	8	-7	25	-2	8	19
iPSC survival up	8.8	1.2	-0.8	-0.2	1.2	0.8

#25 Cc1sc2ncnc(N(C)C3CCCCC3)c2c1C
#26 O=C1NC[C@H](CCCCN2C[C@H](Cc3ccccc3)N(Cc3ccccc3)C(=O)C2=O)N(CCc2ccccc2)C1=O
#27 Cc1cc(C(=O)COC(=O)c2ccc(O)cc2O)c(C)n1-c1ccc(OC(F)F)cc1
#28 CCOC(=O)C=Nc1c(N)n(C)c(=O)n(C)c1=O
#29 CN(Cc1ccccc1)C(=O)COC(=O)CCC(=O)c1ccc(Cl)cc1
#30 Cc1ccc(N2CC(C(=O)Nc3ccccc3C(=O)NC3CCCCC3)CC2=O)cc1C (stereo not drawn)
compound no.	25	26	27	28	29	30
Cardio protect	-1	nt	-24	-2	0	7
aDG glyco up	0.0	-0.1	2.3	0.0	-0.1	0.2
Granule exo inh	23	7	25	-6	-4	1
ABHD5-PLIN5 inh	0	3	-8	-3	-7	4
MC4R barr agon	-1.5	nt	8.1	-2.2	-1.2	2.1
m5-HT2A agonist	11	-4	2	0	-7	5
ABCB6 inh 2	96	92	100	99	99	95
Glyco luc inh	-4	nt	-8	0	1	-2
MC4R antag cAMP	9	nt	6	0	9	23
iPSC survival up	-0.5	1.2	-0.3	-0.7	0.4	-2.6

#31 Cc1ccc(-c2nnc(C)c(N3CC(C)OC(C)C3)n2)cc1 (stereo not drawn)
#32 Cc1ccc(C)c(OCCOCCN2CCOCC2)c1
#33 CCOC(=O)N1CCN(C(=O)NC2CCCCC2)CC1
#34 CCCC12CN3CC(C)(CN(C1)C3c1ccc3c(c1)OCO3)C2=O (stereo not drawn)
#35 O=C(NCc1ccncc1)c1ccc(Cn2cc(C(F)(F)F)ccc2=O)cc1
#36 Cc1ccccc1NC(=O)CCNS(=O)(=O)c1ccc2[nH]c(=O)oc2c1
compound no.	31	32	33	34	35	36
Cardio protect	5	0	3	4	3	-3
aDG glyco up	0.4	0.1	0.1	-0.1	-0.2	-0.2
Granule exo inh	-1	-4	-1	1	0	-3
ABHD5-PLIN5 inh	-2	-1	0	-6	3	-3
MC4R barr agon	-1.6	-0.8	-1.3	-1.7	0.8	0.2
m5-HT2A agonist	-4	-2	5	9	1	-3
ABCB6 inh 2	89	96	96	104	90	101
Glyco luc inh	0	3	0	-1	4	2
MC4R antag cAMP	-5	2	7	0	5	9
iPSC survival up	-2.2	-0.3	-1.2	1.1	0.4	0.0

#37 O=C(c1ccc(F)cc1)N(c1ccccn1)C1CCCCC1
#38 C[C@H](CO)N1C[C@H](C)[C@@H](CN(C)C(=O)Nc2ccccc2F)Oc2ncc(Br)cc2C1=O
#39 CCOC(=O)C1=CCN(S(=O)(=O)c2cccc(Cl)c2)C1c1ccc(Br)cc1 (stereo not drawn)
#40 COc1ccc(C(=O)Nc2ccccc2C(=O)N/N=C/c2ccco2)cc1
#41 O=C(Nc1nc2c(s1)CCCC2)c1ccc(N2C(=O)CCC2=O)cc1
#42 Cc1nn(-c2ccccc2)c(C)c1NC(=O)Cc1cccs1
compound no.	37	38	39	40	41	42
Cardio protect	6	1	-1	-21	-2	2
aDG glyco up	0.8	-0.3	0.5	-0.2	0.0	1.9
Granule exo inh	-9	7	4	-5	-1	1
ABHD5-PLIN5 inh	1	7	-6	1	6	3
MC4R barr agon	0.3	-0.6	nt	-3.9	-2.9	0.6
m5-HT2A agonist	4	-2	-2	5	-2	0
ABCB6 inh 2	97	101	95	95	95	102
Glyco luc inh	-1	1	6	-7	3	1
MC4R antag cAMP	20	7	nt	-4	-6	0
iPSC survival up	0.3	-1.4	-1.0	-1.9	0.1	3.5

#43 CSc1ccccc1NC(=O)c1cc(S(=O)(=O)N(C)C)ccc1N1CCCC1
#44 O=C1c2ccccc2NC(c2ccccc2)N1Cc1ccccc1 (stereo not drawn)
#45 Cc1cc([N+](=O)[O-])c(NC2CCCCC2)c([N+](=O)[O-])c1
#46 O=C(NCCNCc1cccc(Cl)c1)c1ccco1
#47 CC(=O)Nc1ccc(N(C(=O)CNC(=O)c2ccco2)C(C(=O)NCc2ccco2)c2ccccc2)cc1 (stereo not drawn)
#48 CCc1ccc(C(O)(C(C)C)C(CN2CCOCC2)c2ccccc2)cc1 (stereo not drawn)
compound no.	43	44	45	46	47	48
Cardio protect	0	4	-14	10	-8	-10
aDG glyco up	-0.4	0.2	-0.2	-0.1	-0.1	0.3
Granule exo inh	12	16	-1	7	-1	-3
ABHD5-PLIN5 inh	1	1	-5	-15	-2	-1
MC4R barr agon	-3.8	-0.4	-0.9	-0.3	0.5	2.4
m5-HT2A agonist	-3	3	0	-1	2	1
ABCB6 inh 2	99	95	95	121	91	90
Glyco luc inh	0	-1	-4	3	2	-6
MC4R antag cAMP	-2	6	2	5	16	23
iPSC survival up	2.4	0.3	2.1	0.2	-0.4	0.0

Part of the list above in order of number of heavy atoms, largest number first:
#47 CC(=O)Nc1ccc(N(C(=O)CNC(=O)c2ccco2)C(C(=O)NCc2ccco2)c2ccccc2)cc1 (stereo not drawn)
#48 CCc1ccc(C(O)(C(C)C)C(CN2CCOCC2)c2ccccc2)cc1 (stereo not drawn)
#44 O=C1c2ccccc2NC(c2ccccc2)N1Cc1ccccc1 (stereo not drawn)
compound no.	47	48	44
Cardio protect	-8	-10	4
aDG glyco up	-0.1	0.3	0.2
Granule exo inh	-1	-3	16
ABHD5-PLIN5 inh	-2	-1	1
MC4R barr agon	0.5	2.4	-0.4
m5-HT2A agonist	2	1	3
ABCB6 inh 2	91	90	95
Glyco luc inh	2	-6	-1
MC4R antag cAMP	16	23	6
iPSC survival up	-0.4	0.0	0.3

Bioassay records (PubChem BioAssay)
